All columns: NCI-60 one-dose screen, growth in % after 48 h at 10 µM unless noted; 100 = growth as untreated, 0 = no growth, -100 = all killed.
MDA-MB-435 = MDA-MB-435 melanoma. 7.8% of 82,000 active
CCRF-CEM = CCRF-CEM leukemia; 7% of 77,000 active; AID 1794778
MDA-MB-468 = MDA-MB-468 breast cancer | 8.5% of 78,000 active | AID 2202374
K-562 = K-562 leukemia; AID 1794777; 7.4% of 78,000 active
RPMI-8226 = RPMI-8226 leukemia cells | 7.5% of 77,000 active
MOLT-4 = MOLT-4 leukemia cells; 6.9% of 80,000 active
SR = SR leukemia cells | 8.7% of 73,000 active
MDA-MB-231 = MDA-MB-231 breast cancer. AID 1794789. 5% of 81,000 active
Numbers without * were called inactive; . = not tested or not shown; & = joins results of further samples; [ ] = dose if it differs, or a comment. Rule for the calls: active = growth percent below 10; inactive = the rest.

SMILES	MDA-MB-435	CCRF-CEM	MDA-MB-468	K-562	RPMI-8226	MOLT-4	SR	MDA-MB-231
OC(c1cc(C23CC4CC(CC(C4)C2)C3)nc2c(Cl)cc(Cl)cc12)C1CCCCN1 (configuration not stated)	-66*	-45*	-90*	-67*	-45*	-53*	-60*	-62*
Cc1cc(Cc2cc(C)c(O)c(C(=O)O)c2)cc(C(=O)O)c1O	109	100	109	101	99	91	.	101
CCN(CC)CCOC(=O)CCC(C)=O	96	103	94	97	105	107	92	113
O=C(CCCCCCN1CC(=O)N2[C@@H](c3cccc(Cl)c3)c3[nH]c4ccccc4c3C[C@H]2C1=O)NO	31	17	47	24	15	18	39	40
Cn1ccnc1C(=O)/C=C/c1ccccc1	11	9.1*	.	8.1*	-8.8*	70	19	35
O=C(Nc1ccc(S(=O)(=O)Nc2ncccn2)cc1)c1ccc(N=Cc2c(O)[nH]c3ccccc23)cc1	103	.	122	96	107	101	91	96
CCN1CCN(Cc2ccc(NC(=O)c3cccc(C#Cc4cccc5[nH]nc(N)c45)c3)cc2C(F)(F)F)CC1	-91*	-16*	-31*	-44*	-37*	-31*	-49*	-85*
O=[N+]([O-])c1ccccc1-c1ccc(-c2nn3c(-c4ccccc4)nnc3s2)o1	92	58	86	44	66	61	18	74
Cc1cccc(NC(=O)Nc2ccc(-n3cnc4cc(-c5ccc(O)cc5)ccc43)cc2)c1	26	18	38	14	12	13	20	47
O=C1OCC/C1=C/OCCCCO/C=C1/CCOC1=O	105	97	102	98	101	99	102	130
c1ccc(N2CCN(c3nncc4ccccc34)CC2)nc1	104	102	93	106	107	106	103	108
O=C(COc1ccccc1)NCCO	103	121	106	109	100	91	86	107
Cc1[nH]c(C2CC(c3ccccc3)=NN2C)c(C)c1C(=O)O (configuration not stated)	104	99	101	96	98	97	99	91
COc1ccc(C2=NN(C(=O)c3cc(-c4ccc(OC)cc4)nc4ccccc34)C(c3cc(-c4ccccc4)nn3-c3ccccc3)C2)cc1 (configuration not stated)	94	86	104	90	87	75	92	102
O=C(/C=C(/C=C/c1csc2ccccc12)OB(F)F)/C=C/c1csc2ccccc12	-19*	-20*	-3.4*	23	-12*	-19*	3.6*	2.5*
ICC1COC(CI)CO1 (configuration not stated)	102	91	98	104	119	111	93	104
CCOC(=O)c1sc(N)nc1-c1ccccc1	103	98	97	96	99	96	90	117
CCOC(=O)c1c[nH]c2cc(Cl)ccc2c1=O	101	93	104	92	103	89	102	99
COc1ccc(C2c3ccc4ccccc4c3Oc3ncn(CCCn4ccnc4)c(=N)c32)cc1OC (configuration not stated)	64	42	47	16	36	62	27	69
CCOC(=O)C1=NN(c2ccccc2)C(=O)/C1=C\N1C(=S)NC(=O)/C1=C\c1cccc([N+](=O)[O-])c1	104	99	109	95	82	97	88	98
CCCSC(=O)Nc1ccc(Cc2ccc(NC(=O)SCCC)cc2)cc1	109	100	102	108	109	106	104	102
NC(=S)NC(=O)c1ccccc1	98	104	112	85	97	75	.	97
c1ccc2c(c1)CCC2	106	90	121	106	127	96	97	109
CN(C)S(=O)(=O)n1cnc([C@@H]2c3c(ncn3S(=O)(=O)N(C)C)C[C@H]3Cn4c(=O)n(-c5ccccc5)c(=O)n4C[C@H]32)c1	106	101	101	102	101	102	96	97

Structural class, the entries above with a COOH group.
SMILES	MDA-MB-435	CCRF-CEM	MDA-MB-468	K-562	RPMI-8226	MOLT-4	SR	MDA-MB-231
Cc1cc(Cc2cc(C)c(O)c(C(=O)O)c2)cc(C(=O)O)c1O	109	100	109	101	99	91	.	101
Cc1[nH]c(C2CC(c3ccccc3)=NN2C)c(C)c1C(=O)O (configuration not stated)	104	99	101	96	98	97	99	91

The list goes on.
SMILES	MDA-MB-435	CCRF-CEM	MDA-MB-468	K-562	RPMI-8226	MOLT-4	SR	MDA-MB-231
COc1ccc(C(=S)N2CCN(c3ccccc3Cl)CC2)cc1	100	88	90	99	86	78	85	86
CC1=C(C)C(=O)C(N2CCOCC2)=CC1=O	105	84	46	95	72	87	115	81
COc1cc(-c2c3c(cn2CCN2CCCCC2)-c2oncc2CC3)cc(OC)c1OC	101	103	95	108	108	100	93	109
O=C1CCc2ccc(OCc3cn(Cc4ccccc4)nn3)cc2N1	99	103	93	98	93	112	93	107
C=CCn1c(-c2nonc2NC(C)=O)nc2ccccc21	106	91	99	90	89	93	90	102
COc1ccc(/C=C2\Oc3cc(OCCN4CCC(Cc5ccccc5)CC4)ccc3C2=O)cc1	92	91	77	86	.	87	52	103
NC(=O)NCC(N)C(=O)O (configuration not stated)	102	107	101	100	109	99	95	116
O=C(O)c1cc2ccccc2c(Br)c1O	99	88	121	94	95	110	100	103
N#C/C(=C\c1ccc(-c2cccc(C(F)(F)F)c2)o1)c1ccc(Cl)cc1	101	90	49	96	91	85	84	77
C=CCc1nc2ccccc2s1	116	84	-14*	97	92	89	99	103
Clc1ccc(-c2cnc3c(-c4ccnc(N5CCNCC5)c4)cnn3c2)cc1	-51*	0.9*	16	-13*	-39*	-5.5*	-0.6*	-23*
COc1ccc(-n2nc(C)c(N=Nc3ccccc3)c2C)cc1	66	34	91	73	87	94	76	97
CCOC(=O)C1CCCCC1	96	106	121	102	110	99	111	100
COc1ccc(Cn2cc(CSc3nc4ccccc4o3)nn2)cc1	99	104	126	96	104	103	107	110
Cc1nccn1-c1ccc(C(=O)/C=C2\C(=O)Nc3ccccc32)cc1	100	104	107	97	110	112	76	105
COc1ccc(CN2CCc3c([nH]c(=O)[nH]c3=O)C2)c(OC)c1	107[100 µM]	117[100 µM]	98[100 µM]	97[100 µM]	108[100 µM]	86[100 µM]	93[100 µM]	92[100 µM]
COc1ccc(NC(=O)COc2ccccc2[C@H]2c3sc(=O)[nH]c3S[C@H](C)[C@H]2C(=O)N2N=C(c3ccc(OC)cc3)CC2c2ccc3ccccc3c2)cc1 (some centres not stated)	90	94	91	71	61	73	87	90
O=C(NC(=S)N1CCN(c2ncnc3c2cnn3-c2ccccc2)CC1)c1ccc(F)cc1	77	63	67	51	76	45	8.6*	84
N#CN1CCCCC1	103	103	106	96	102	86	97	104
CSc1nc2ncnc(N)c2[nH]1	97	108	89	104	116	94	.	106
Cc1cc(=O)oc2c1ccc1oc(=O)cc(C)c12	112	106	104	95	99	79	92	107
O=C(Nc1cccc2[nH]c(C(F)(F)F)nc12)c1ccc(-n2cnnn2)cc1	105	29	80	22	49	32	79	93
O=C(C1CC1)N(C(=O)C1CC1)c1ncc(-c2ccc(C(F)(F)F)cc2)c(NC2CCCCCC2)n1	90	84	51	82	54	72	62	76
COc1ccc(Nc2ncccc2NC(=O)c2cn(Cc3cccc(Oc4ccccc4)c3)nn2)cc1OC	4.7*	75	56	29	73	48	35	68
N#Cc1c(N2CCCC2)nc2sc3cc(Cl)c(Cl)cc3n2c1=N	109	73	94	71	92	132	101	86
CC(C)(C)c1ccccc1N	101	101	118	94	105	98	107	111
CC(=O)Oc1ccc(CC(=O)O)cc1	114	97	96	107	98	110	114	99
COc1cccc2c(=O)c3c(sc12)c(N1CCN(C(=O)OC(C)(C)C)CC1)nc1ccccc13	105	86	98	109	108	111	105	88
O=C(NCCN1CCOCC1)c1cncnc1Nc1ccc2c(ccn2Cc2cccc(F)c2)c1	100	113	103	97	113	102	105	86
CCCCOc1nc(-c2cccnc2)nc2c1sc(=S)n2-c1ccccc1	110	.	99	110	.	96	105	101
CCc1c(Nc2ccccc2Cl)nc(N)[nH]c1=O	88	98	91	.	101	88	76	99
O=c1oc2ccc(OS(=O)(=O)c3ccccc3)cc2c2c1CCCCCC2	92	62	.	39	65	65	63	105
COc1ccc(CN2CCc3c(nc(N)nc3-c3ccccc3)C2=O)c(OC)c1	93	81	80	64	49	67	77	87
Cc1ccc(S(=O)(=O)/N=C2\NNC(C)(c3ccccc3O)N2C(Cc2c[nH]c3ccccc23)C(=O)O)cc1 (configuration not stated)	99	85	90	.	73	98	83	91
O=[N+]([O-])c1ccc(NC2CCCCC2)nc1	112&102	96&103	100&110	104&108	101&111	106&95	98	114&95
Cc1[nH]n(-c2ccccc2)c(=O)c1/C=C1\SC(=S)N(C)C1=O	102	94	120	100	102	102	102	99
Clc1ccccc1CSc1ncnc2nc[nH]c12	109	97	89	87	82	80	104	88
CC(C)CC(Nc1nc(-c2ccccc2)cs1)c1cn(C)c2ccccc12 (configuration not stated)	83	79	79	79	91	79	93	77
O=C1c2ccccc2C(=O)N1CCl	108	95	98	112	99	107	101	113
CCC(C)N(c1ccc(OC)cc1)c1nc(-c2ccc(Br)cc2)cs1 (configuration not stated)	101	95	106	93	91	110	87	105
CN1CCN(CCOc2ccc(-c3cnc4c(-c5ccc(F)cc5)cnn4c3)cc2)CC1	-34*	18	61	-6.7*	27	9.0*	1.3*	55
COc1ccc(C2CC(c3cc(OC)c(OC)c(OC)c3)=NN2C(C)=O)cc1OCC(=O)Nc1nc2ccccc2s1 (configuration not stated)	100	89	98	99	59	78	75	84
N#Cc1c2c(nc3n[nH]c(N)c13)CCCC2	106	8.0*	94	98	100	91	94	106
O=C(c1ccccc1)N(c1ccccc1)c1ccccc1O	99	81	101	93	89	90	91	97
COC1=CC(c2ccc[nH]2)=N/C1=C\c1[nH]c(C)c(CCCn2cc(CCCCCCCCC[C@@H]3Cc4cc(O)ccc4C4CC[C@]5(C)[C@@H](O)CC[C@H]5C43)nn2)c1C (some centres not stated)	72	28	30	28	.	67	67	-13*
CCOC(=O)Cc1cnn(C)c1N1C=Nc2ccccc2S1(=O)=O	70	98	82	105	108	88	93	113
c1ccc2c(c1)CCC2c1ccc2ccccc2c1 (configuration not stated)	104	109	108	113	101	106	106	87
COC(=O)C1=C(C(=O)c2ccc(Br)cc2)C(c2ccc(C(=O)OC)cc2)C(C#N)=C(N)O1 (configuration not stated)	108	106	109	.	99	96	98	110
O=c1c2ccccc2ncn1CCc1ccncc1	98	112	100	119	109	103	94	.
O=C(N[C@H]1C(O)[C@H](O)C(CO)O[C@H]1O)NS(=O)(=O)c1ccc(Br)cc1 (some centres not stated)	107	104	93	109	105	106	98	122
CCOC(=O)CNS(=O)(=O)c1ccc(Oc2ccc(S(=O)(=O)NCC(=O)OCC)cc2)cc1	100	98	99	98	94	109	117	103
O=C1c2c(Cl)c(Cl)c(Cl)c(Cl)c2C(=O)N1c1nccs1	110	99	108	112	105	86	92	94
NNc1nc2[nH]c(=O)ccc(=O)n2n1	103	106	96	104	102	102	101	99
O=C(O)COc1ccc([N+](=O)[O-])cc1Cl	107	89	104	100	94	99	98	115
COC(=O)c1nn2c(c1C(=O)OC)CC(c1ccccc1)N(S(=O)(=O)c1ccccc1)C2C (configuration not stated)	93	82	91	100	117	115	120	108
CCCCCCCCOC(=O)c1ccccc1O	98	77	101	.	104	.	108	106
Cc1nc(-c2cccs2)ccc1NC(=O)Nc1ccc(Cl)cc1	99	95	84	94	103	86	94	101
COc1cccc(/C=C2/SC(=S)N(Cc3ccco3)C2=O)c1OC	67	53	68	37	14	75	26	99
CCCc1cccc(-c2ccccc2)c1O	104	.	103	107	107	105	.	117
COc1cc2oc(-c3cccc(NC(=O)Nc4ccc(Cl)cc4)c3)cc(=O)c2c(OC)c1OC	84	34	77	58	48	68	80	80

Copied from the list:
`O=C1c2c(Cl)c(Cl)c(Cl)c(Cl)c2C(=O)N1c1nccs1` – SR: 92
`Cc1nc(-c2cccs2)ccc1NC(=O)Nc1ccc(Cl)cc1` – CCRF-CEM: 95
`O=C(N[C@H]1C(O)[C@H](O)C(CO)O[C@H]1O)NS(=O)(=O)c1ccc(Br)cc1` (some centres not stated) – CCRF-CEM: 104
`CCCc1cccc(-c2ccccc2)c1O` – K-562: 107

The main list resumes, repeating the four entries before the break.
SMILES	MDA-MB-435	CCRF-CEM	MDA-MB-468	K-562	RPMI-8226	MOLT-4	SR	MDA-MB-231
Cc1nc(-c2cccs2)ccc1NC(=O)Nc1ccc(Cl)cc1	99	95	84	94	103	86	94	101
COc1cccc(/C=C2/SC(=S)N(Cc3ccco3)C2=O)c1OC	67	53	68	37	14	75	26	99
CCCc1cccc(-c2ccccc2)c1O	104	.	103	107	107	105	.	117
COc1cc2oc(-c3cccc(NC(=O)Nc4ccc(Cl)cc4)c3)cc(=O)c2c(OC)c1OC	84	34	77	58	48	68	80	80
CCCCCN(CCCCC)CC(=O)O[C@H]1C[C@H]2CC[C@@]1(C)C2(C)C	108	92	105	89	93	83	91	114
CCc1onc(-c2ccc(OC)cc2)c1-c1ccccc1O	99	92	105	97	89	86	.	95
N#Cc1c(-c2ccccc2Br)cc(-c2ccc(Br)s2)[nH]c1=O	94	108	117	88	109	99	93	98
CSc1ccc(Br)cc1	98	105	96	87	112	102	98	108
CCCCCCCCC(=O)C(C)C	100	.	94	116	102	106	.	92
COc1cc([C@H]2[C@]3(C(N)=O)C(N)=NC(=C(C#N)C#N)[C@]23C#N)cc(OC)c1OC	105	102	99	111	98	104	104	102

Source: PubChem BioAssay
